Source: PubChem BioAssay (National Center for Advancing Translational Sciences (NCATS))
HTT ATP protect: qHTS Multiplex Assay to Identify Dual Action Probes in a Cell Model of Huntington: Cytoprotection (ATP); PC12 HTT-Q103 induced, cytoprotection, ATP luminescence, 40 h; Potency, µM (doses to about 56.4 µM), without a hit: cytoprotection (ATP increase), hits mostly activators; 230,000 compounds, 0.14% hits; AID 1471, 2008;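 also: potency is read from the fitted curve at half-maximal effect; % of control where 0% means no effect; nearly all actives have a fitted effect of over 45% in size; toxic huntingtin expression switched on by the ecdysone agonist tebufenozide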
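Quantitative HTS on tebufenozide-induced (100 nM) PC12 cells expressing HTTQ103 exon 1–GFP; compounds tested as a concentration series; survival measured via cellular ATP.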
LMNA splice mod: qHTS Assay for Modulators of Lamin A Splicing | HeLa LMNA splicing GFP/RFP minigene ratio, 48 h | Potency, µM (series often up to 46.1 µM), for the others: top-dose ratio change, negative = inhibition, actives largely listed as inhibitors | 200,000 compounds, 0.01% hits | AID 1487, 2009; active = well fitted inhibition curve with a large enough effect in the signal ratio, with a control signal flat, not every such curve was filed as active; inconclusive = small, poorly fitted or top-dose-only effect, or effect the other way, or a change in a side signal; the % refers to the signal ratio; also: potency is read from the fitted curve at half-maximal effect; % is scaled to controls: 0 for no effect and ±100 for the full control effect
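S3 HeLa stable clones carrying a lamin A-EGFP splicing minigene plus DsRed2 were seeded at 600 cells/well in Opti-MEM with 2% FBS, pin-dosed and incubated 48 h at 37°C. Acumen cytometry (488 nm) gave the GFP/RFP total-intensity ratio.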
KinaseGlo FLuc: Counterscreen for Luciferase (Kinase-Glo TM) Inhibition. Potency, µM (series often up to 38.3 µM), inactives show top-dose activity change, negative = inhibition, hits mostly inhibitors. Kinase-Glo luciferase, ATP luminescence, 8 min. 200,000 compounds, 0.28% hits. Luciferin 4-monooxygenase (Photuris pensylvanica), Q27757; also: potency is read from the fitted curve at half-maximal effect; % is scaled to controls: 0 for no effect and ±100 for the full control effect; nearly all actives have a fitted effect of over 60% in size
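Recombinant Kinase-Glo luciferase, 10 uM ATP (linear range), luciferin; imidazole pH 7.2 / KCl / MgCl2 / Tween / BSA buffer; 8 min RT; luminescence.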
SMN2 splice up: qHTS Assay for Enhancers of SMN2 Splice Variant Expression. HEK293 SMN2-luciferase splicing reporter, luminescence, 30-36 h. Potency, µM (doses to about 46.1 µM), without a hit: at the highest dose activity change, positive = activation, actives largely listed as activators. 210,000 compounds, 2.8% hits. AID 1458, 2008; also: potency is read from the fitted curve at half-maximal effect; % of control where 0% means no effect; nearly all actives have a fitted effect of over 55% in size
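qHTS luciferase splicing reporter: luminescence rises when SMN2 exon 7 is included in transfected HEK293 cells. Compound exposure lasted 30-36 h at 37C, with 4.5 mM final sodium butyrate as control, followed by a ONE-Glo read.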
HTT aggregate: qHTS Multiplex Assay to Identify Dual Action Probes in a Cell Model of Huntington: Aggregate Formation (GFP). PC12 HttQ103-GFP aggregates, Acumen cytometry, 40 h. Potency, µM (series often up to 46.1 µM), inactives show top-dose activity change, negative = inhibition, actives largely listed as inhibitors. 220,000 compounds, 1.1% hits; also: potency is read from the fitted curve at half-maximal effect; % is scaled to controls: 0 for no effect and ±100 for the full control effect; nearly all actives have a fitted effect of over 60% in size
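Inducible Q103 Huntingtin exon 1–GFP PC12 line, 1500 cells/well in phenol red free DMEM with 5% equine and 5% calf serum. Tebufenozide 100 nM induced expression; compounds titrated; aggregates quantified by cytometry.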
IMPase Li inh: qHTS Assay for Identifying the Cell-Membrane Permeable IMPase Inhibitors: Potentiation with Lithium | CHO-M1 cells, IP1 TR-FRET (IP-One), carbachol + lithium | AID 1457, 2008 | Potency, µM (doses to about 59.4 µM), without a hit: at the top dose activity, negative = IMPase inhibition, usual class: inhibitors | 210,000 compounds, 0.35% hits;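 also: IP1 builds up when IMPase is blocked and the TR-FRET signal falls; potency is read from the fitted curve at half-maximal effect; plate controls were basal vehicle for no effect and high inhibitor control for full effect; nearly all actives have a fitted effect of over 50% in size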
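Test compounds were applied to CHO-M1 cells previously cultured for 16–30 h at 2000 per well. A small lithium amount accompanied them; after 30 min at 37C, IP1 was quantified by TR-FRET.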
CBFb RUNX1 block: qHTS Assay for Compounds Blocking the Interaction Between CBF-beta and RUNX1 for the Treatment of Acute Myeloid Leukemia; Runt-related transcription factor 1 (Homo sapiens) + Core-binding factor subunit beta …; AlphaScreen CBFb-His/RUNX1-biotin binding, biochemical; Potency, µM (highest dose often 59.8 µM), without a hit: top-dose activity, negative = inhibition, most hits filed as inhibitors; 230,000 tested, under 10 active; also: % of control where 0% means no effect
Target sequence (Q01196 whole entry, looked up): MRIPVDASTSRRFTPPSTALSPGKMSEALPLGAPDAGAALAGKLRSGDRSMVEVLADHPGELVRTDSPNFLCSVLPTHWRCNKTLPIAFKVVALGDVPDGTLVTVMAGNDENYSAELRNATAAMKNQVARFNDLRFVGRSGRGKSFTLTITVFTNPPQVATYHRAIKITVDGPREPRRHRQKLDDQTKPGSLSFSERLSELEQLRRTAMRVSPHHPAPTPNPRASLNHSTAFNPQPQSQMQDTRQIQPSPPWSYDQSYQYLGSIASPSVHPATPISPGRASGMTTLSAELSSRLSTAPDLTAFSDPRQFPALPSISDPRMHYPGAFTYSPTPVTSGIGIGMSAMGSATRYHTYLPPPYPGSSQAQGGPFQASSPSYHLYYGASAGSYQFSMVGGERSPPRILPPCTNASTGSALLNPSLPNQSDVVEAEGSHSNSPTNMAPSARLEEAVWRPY
Target sequence (Q13951 whole entry, looked up): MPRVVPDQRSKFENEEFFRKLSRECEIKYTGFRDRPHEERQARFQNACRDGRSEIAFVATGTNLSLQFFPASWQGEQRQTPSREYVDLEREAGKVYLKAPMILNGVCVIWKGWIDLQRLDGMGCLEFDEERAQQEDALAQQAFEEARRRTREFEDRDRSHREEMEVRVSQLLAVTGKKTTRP
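CBF-beta (His) and RUNX1 (biotin), 30 nM each; 20 min preassociation; + compound, 15 min; + beads 50 ng each (Ni, streptavidin), 90 min; RT; AlphaScreen read.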
The depositor's hits bear a star; ? = inconclusive; · = no result given; [ ] = another dose, or the depositor's remark. Unless noted, calls follow the shape of the dose curve; as a rule, active = well fitted curve in the direction sought with a large enough effect; inconclusive = small, poorly fitted or top-dose-only effect, or another doubt; inactive = no such curve, though single readings can be large; an effect the other way counts as inactive or inconclusive.

SMILES	HTT ATP protect	LMNA splice mod	KinaseGlo FLuc	SMN2 splice up	HTT aggregate	IMPase Li inh	CBFb RUNX1 block
Cc1cccc(OCc2nnc(SCC(=O)c3ccccc3)o2)c1	-4%[10 µM]	?	9%	-3%	1%	-6%[38.3 µM]	13%
Cc1nnc(SCc2cccc([N+](=O)[O-])c2)[nH]c1=O	0%	·	-2%	5%	-10%	15%	5%
CCC(C(=O)Nc1cc(C(=O)O)ccc1C)c1ccccc1 (configuration not stated)	-2%	-13%[46 µM]	0%	3%	-9%	-2%	-2%
O=C(O)CCCn1cc(NC(=O)c2cc(F)c(F)cc2Cl)cn1	-30%	·	3%	0%	16%	5%	?
O=C(c1cccs1)N1CCN(Cc2cccc([N+](=O)[O-])c2)CC1	13%[10 µM]	?	2%	-12%	-12%	2%	-3%
Oc1oc(-c2cccc3ccccc23)nc1/C=N/c1nccs1	0%[10 µM]	-9%	4%	3%	-10%	-3%	1%
O=C(CSc1nc2ccccc2[nH]1)N1CCCCC1	-10%	5%	4%	10µM*	13%	18%[38.3 µM]	0%
Clc1ccccc1-c1cc(COc2ccc3ccccc3c2)no1	-16%[10 µM]	-9%	1%	27%	-2%	7%	18%
CN(C)S(=O)(=O)c1ccc(NC(=O)COC(=O)CC2CC3CCC2C3)cc1 (configuration not stated)	-12%	?	6%	5%	19%	5%	22%
CCc1ccc(Nc2ncc3c(n2)CC(c2ccco2)CC3=O)cc1 (configuration not stated)	-2%	25%	0%	17%	-2%	32%[38.3 µM]	7%
CN(C1CCCCC1)S(=O)(=O)c1ccc(NC(=O)c2ccco2)cc1	-12%	3%	-2%	7%	1%	30%[38.3 µM]	9%
CCC1CCCCN1c1cc(C)nc2cc(-c3cccc(C)c3)nn12 (configuration not stated)	-14%	-18%	-2%	-3%	-13%	17%[38.3 µM]	6%
O=S1(=O)N=C(N(Cc2cccs2)c2ccc(O)cc2)c2ccccc21	·	·	-8%	-20%	·	11%	2%
CCOC(=O)c1ccc(NC(=O)COc2ccc(CNC3CCCCC3)cc2OC)cc1	5%[10 µM]	-15%[46 µM]	4%	-15%	21%	16%	-7%
CCN1CCCc2cc(CN(CCN3CCOCC3)C(=S)Nc3ccc(C)cc3)ccc21	-45%[inhibitor]	-3%[46 µM]	0%	-59%[inhibitor]	5%	22%	?
O=S(=O)(c1cccc(C(F)(F)F)c1)N1CCC(c2cc(-c3cccc4ccccc34)n[nH]2)CC1	-74%[inhibitor]	18%	1%	-10%	1µM*	0%[38.3 µM]	-1%
CCCCN1CC[C@@H]2C=CC[C@H](C(=O)OC)[C@@H]2C1=O	26%[96.6 µM]	·	0%[39.9 µM]	·	·	4%	-4%[89.1 µM]
Cn1cc(CNC(=O)COc2ccc(Cl)cc2Cl)cn1	4%	1%	2%	?	11%	40%[38.3 µM]	4%
CN1/C(=C\C(=O)c2ccco2)c2ccccc2CC1(C)C	-18%	6%	1%	3%	?	0%[38.3 µM]	-1%
N#Cc1ccc(COc2ccc(CCO)cc2-n2nc3ccccc3n2)cc1	-28%	6%	-3%	-6%	35%	9%[38.3 µM]	6%
CCNc1nc(NC(N)=S)nc(NC(C)(C)C)n1	-4%[10 µM]	?	-2%	·	-12%[9.22 µM]	4%	3%
O=C(O)c1ccc(/C=N/NC(=S)NCc2ccccc2)cc1	-2%	10%[46 µM]	2%	9%	-6%	9%	16%
CCCc1nc2c(sc3nc4c(cc32)COC(C)(C)C4)c(=O)n1CCN(CC)CC	?	?	-1%	-17%	0%	6%	2%
CC12C=CC3(O1)C(C(=O)N(c1cccnc1)C3C(=O)NC1CCCCC1)C2C(=O)Nc1ccccc1 (configuration not stated)	7%	-4%	6%	-1%	-1%[9.22 µM]	-8%[38.3 µM]	1%
COc1cc(NC(=O)C2CCCCC2)c(OC)cc1NC(=O)c1ccco1	-22%[10 µM]	-12%	2%	20%	-22%	23%[38.3 µM]	-2%

Exported with bars between the fields: 2 of the compounds above.
SMILES | HTT ATP protect | LMNA splice mod | KinaseGlo FLuc | SMN2 splice up | HTT aggregate | IMPase Li inh | CBFb RUNX1 block
CCNc1nc(NC(N)=S)nc(NC(C)(C)C)n1 | -4%[10 µM] | ? | -2% | · | -12%[9.22 µM] | 4% | 3%
O=C(O)c1ccc(/C=N/NC(=S)NCc2ccccc2)cc1 | -2% | 10%[46 µM] | 2% | 9% | -6% | 9% | 16%

Back to the main list with the two entries that preceded the break.
SMILES	HTT ATP protect	LMNA splice mod	KinaseGlo FLuc	SMN2 splice up	HTT aggregate	IMPase Li inh	CBFb RUNX1 block
CC12C=CC3(O1)C(C(=O)N(c1cccnc1)C3C(=O)NC1CCCCC1)C2C(=O)Nc1ccccc1 (configuration not stated)	7%	-4%	6%	-1%	-1%[9.22 µM]	-8%[38.3 µM]	1%
COc1cc(NC(=O)C2CCCCC2)c(OC)cc1NC(=O)c1ccco1	-22%[10 µM]	-12%	2%	20%	-22%	23%[38.3 µM]	-2%
COC(=O)/C=C/c1sc2nc(C)cc(C)c2c1N=CN(C)C	-39%	·	1%	18%	-8%	3%	5%
CCOC(=O)c1c(NC(=O)c2noc3c2CCCC3)sc(C)c1C	4%	-1%	-1%	-5%	-12%	1%[38.3 µM]	3%
CN(Cc1ccco1)c1ccnc(-c2ccoc2)n1	-19%	?	1%	-1%	·	6%	·
Cc1cc(=O)[nH]c(SCc2nc3ccccc3s2)n1	-15%[10 µM]	20%	-3%	2%	6%	-21%[38.3 µM]	2%
O=C(Nc1cn(-c2ccccc2)nc1-c1ccc(F)cc1)c1ccccc1	-12%[10 µM]	-7%	-1%	8%	-4%	15%	6%
Nc1nc(SCC(=O)NNc2c(Cl)cc(Cl)cc2Cl)n[nH]1	24%[10 µM]	-4%	1%	9%	0%	-10%	8%
COc1cccc(C2CC(c3cccc(NS(C)(=O)=O)c3)=NN2C(=O)c2ccccc2)c1OC (configuration not stated)	6%[10 µM]	-9%	-2%	-41%[inhibitor]	-1%	3%	-18%
CC(C)Nc1nc2nonc2nc1Nc1ccccc1	8%[10 µM]	·	·	·	-5%[9.22 µM]	·	7%
CCOC(=O)N1CCN(C(=O)c2ccc3c(=O)n(Cc4ccccc4)c(=S)[nH]c3c2)CC1	-22%	1%	0%	-11%	-25%	12%[38.3 µM]	3%
Cc1nn(C)cc1CNC(=O)COc1ccc(Cl)cc1Cl	4%[10 µM]	?	3%	-36%[inhibitor]	-16%	16%	3%
CC(=O)Nc1ccc(SC[C@H](Cc2ccccc2)N2CCN(CCc3ccccc3)CCC2=O)cc1	22%[10 µM]	·	·	·	15%[9.22 µM]	·	-9%
C=CCNC(=S)N/N=C/c1cccc([N+](=O)[O-])c1	7%[10 µM]	?	4%	-15%	-1%	25%	12%
O=C(COC(=O)c1ccc(S(=O)(=O)N2CCOCC2)cc1)NC1CCCCCC1	3%	8%	6%	12%	6%	5%[38.3 µM]	2%
O=C(CSc1nc2ccccc2n1S(=O)(=O)c1ccccc1)N1CCCC1	9%[10 µM]	-3%	·	·	1%	·	2%
CCN1C(=O)C2(SC(NC(C)=O)=NN2C(C)=O)c2cc(C)cc(C)c21 (configuration not stated)	-9%[10 µM]	6%	-2%	4%	2%	-5%	-7%
c1ccn2cc(C34CC5CC(CC(C5)C3)C4)nc2c1	-42%[inhibitor]	·	0%	-26%	2%	31%[activator]	-17%
Cc1ccc(NC(=O)c2ccc3c(c2)N(CC(=O)N2CCCCC2)C(=O)C(C)(C)O3)cc1	-18%	-11%	-1%	28%	19%	25%[38.3 µM]	4%
Cc1[nH]n(-c2ccc([N+](=O)[O-])cc2)c(=O)c1C=NCCc1c[nH]c2ccccc12	-2%[10 µM]	-15%	-19%	-9%	-2%	27%	3%
CS(=O)(=O)N1CCN(c2ccccc2NC(=O)c2ccc(-c3ccc(Cl)cc3Cl)o2)CC1	3%[10 µM]	20%	-1%	-7%	11%	10%[38.3 µM]	1%
CCCNC(=O)c1onc(CSc2ccncc2)c1C(=O)NCCC	-1%[10 µM]	·	·	·	6%[9.22 µM]	·	8%
C/C(=N\Nc1ccccn1)c1ccc(OC(F)F)cc1	-18%	-3%[46 µM]	0%	21%	-24%	12%	0%
CCc1ccc(-c2csc(NC(=O)C3=NN(c4ccccc4)C(=O)CC3)n2)cc1	9%[10 µM]	?	0%	-43%[inhibitor]	-2%	14%	0%
O=C(CN1CCN(S(=O)(=O)c2ccccc2)CC1)Nc1ccc([N+](=O)[O-])cc1	5%[10 µM]	?	0%	-28%	?	2%	-10%
O=C(C1=C(O)/C(=C/c2ccc(O)cc2)CCC1)C(F)(F)F	24%[1.9 µM]	?	5%	-25%	?	36%[activator]	15%
COc1cc2[nH]c(-c3cccc(F)c3)cc(=O)c2cc1OC	·	-20%	11%	5%	-11%	0%	3%[2.36 µM]
O=C(Nc1ncc(Cc2cccc(Cl)c2)s1)C1CCCO1 (configuration not stated)	-12%	-1%	0%	23%	-12%	10%[38.3 µM]	-1%

Entries of single compounds as entered above:
`Cc1cc(=O)[nH]c(SCc2nc3ccccc3s2)n1` is listed as HTT ATP protect: -15%[10 µM]; LMNA splice mod: 20%; KinaseGlo FLuc: -3%; SMN2 splice up: 2%; HTT aggregate: 6%; IMPase Li inh: -21%[38.3 µM]; CBFb RUNX1 block: 2%
`O=C(CN1CCN(S(=O)(=O)c2ccccc2)CC1)Nc1ccc([N+](=O)[O-])cc1` is listed as HTT ATP protect: 5%[10 µM]; LMNA splice mod: ?; KinaseGlo FLuc: 0%; SMN2 splice up: -28%; HTT aggregate: ?; IMPase Li inh: 2%; CBFb RUNX1 block: -10%
`CCc1ccc(-c2csc(NC(=O)C3=NN(c4ccccc4)C(=O)CC3)n2)cc1` is listed as HTT ATP protect: 9%[10 µM]; LMNA splice mod: ?; KinaseGlo FLuc: 0%; SMN2 splice up: -43%[inhibitor]; HTT aggregate: -2%; IMPase Li inh: 14%; CBFb RUNX1 block: 0%
